High-throughput results: PubChem BioAssay, National Center for Advancing Translational Sciences (NCATS)
BLM helicase inh: qHTS Assay for Inhibitors of Bloom's syndrome helicase (BLM) | RecQ-like DNA helicase BLM (Homo sapiens), P54132 | recombinant BLM DNA unwinding, fluorescence dequenching | Potency, µM (top dose mostly 56.1 µM), inactives show top-dose activity change, negative = inhibition, actives largely listed as inhibitors | hit rate 0.2% among 350,000;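 note: potency is the fitted concentration of half-maximal effect; plate controls were vehicle for no effect and no enzyme for full effect; nearly all actives have a fitted effect of over 35% in size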
Glioma ERSR ind: qHTS for Inducers of the Endoplasmic Reticulum Stress Response (ERSR) in Human Glioma: qHTS; hit rate 0.02% among 420,000; U87-MG GRP78 promoter luciferase reporter, 16 h; Potency, µM, for the others: top-dose activation, most hits filed as activators; note: potency is the fitted concentration of half-maximal effect; series mostly up to about 76 µM; % of control where 0% means no effect; nearly all actives have a fitted effect of over 35% in size
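ERSR induction read as luciferase luminescence (Bright-Glo, 10 min at room temperature) in stably transfected human U87-MG glioma cells exposed to compounds for 16 h, using GRP78 as sensor.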
APEX1 inh: qHTS Assay for Inhibitors of the Human Apurinic/apyrimidinic Endonuclease 1 (APE1). hit rate 0.35% among 350,000. recombinant APE1, TAMRA/BHQ-2 abasic DNA cleavage fluorescence. AID 2517, 2012. DNA repair nuclease/redox regulator APEX1 (Homo sapiens), P27695. Potency, µM (titrated, usually from 65.8 µM), for inactives: top-dose activity change, negative = inhibition, usual class: inhibitors;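 note: potency is the fitted concentration of half-maximal effect; plate controls were vehicle for no effect and reference inhibitor for full effect; nearly all actives have a fitted effect of over 55% in size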
Target sequence (P27695 whole entry, looked up): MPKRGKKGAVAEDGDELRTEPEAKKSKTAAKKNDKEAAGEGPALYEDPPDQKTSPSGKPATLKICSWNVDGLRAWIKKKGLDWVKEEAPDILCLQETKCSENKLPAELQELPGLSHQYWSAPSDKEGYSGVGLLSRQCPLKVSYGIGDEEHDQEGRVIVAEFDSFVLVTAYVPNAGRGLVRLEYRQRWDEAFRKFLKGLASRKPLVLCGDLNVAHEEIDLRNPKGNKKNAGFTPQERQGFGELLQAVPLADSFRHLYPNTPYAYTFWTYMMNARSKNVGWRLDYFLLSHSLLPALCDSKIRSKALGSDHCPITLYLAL
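Endonuclease cleavage of a quenched abasic-site DNA duplex (50 nM) by APE1 (0.75 nM) was tracked by TAMRA dequenching. Compounds were preincubated with enzyme 15 min at room temperature; data normalized to buffer-only and DMSO wells plus NSC13755 control.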
Pol iota inh: qHTS for Inhibitors of Polymerase Iota; DNA polymerase iota (Homo sapiens), Q9UNA4; Pol iota fluorescent replication assay, 10 min; Potency, µM (titrated, usually from 115 µM), for the others: top-dose activity, negative = inhibition, hits mostly inhibitors; hit rate 1% among 390,000; AID 588590, 2011; note: potency is the fitted concentration of half-maximal effect
Target sequence (Q9UNA4 whole entry, looked up): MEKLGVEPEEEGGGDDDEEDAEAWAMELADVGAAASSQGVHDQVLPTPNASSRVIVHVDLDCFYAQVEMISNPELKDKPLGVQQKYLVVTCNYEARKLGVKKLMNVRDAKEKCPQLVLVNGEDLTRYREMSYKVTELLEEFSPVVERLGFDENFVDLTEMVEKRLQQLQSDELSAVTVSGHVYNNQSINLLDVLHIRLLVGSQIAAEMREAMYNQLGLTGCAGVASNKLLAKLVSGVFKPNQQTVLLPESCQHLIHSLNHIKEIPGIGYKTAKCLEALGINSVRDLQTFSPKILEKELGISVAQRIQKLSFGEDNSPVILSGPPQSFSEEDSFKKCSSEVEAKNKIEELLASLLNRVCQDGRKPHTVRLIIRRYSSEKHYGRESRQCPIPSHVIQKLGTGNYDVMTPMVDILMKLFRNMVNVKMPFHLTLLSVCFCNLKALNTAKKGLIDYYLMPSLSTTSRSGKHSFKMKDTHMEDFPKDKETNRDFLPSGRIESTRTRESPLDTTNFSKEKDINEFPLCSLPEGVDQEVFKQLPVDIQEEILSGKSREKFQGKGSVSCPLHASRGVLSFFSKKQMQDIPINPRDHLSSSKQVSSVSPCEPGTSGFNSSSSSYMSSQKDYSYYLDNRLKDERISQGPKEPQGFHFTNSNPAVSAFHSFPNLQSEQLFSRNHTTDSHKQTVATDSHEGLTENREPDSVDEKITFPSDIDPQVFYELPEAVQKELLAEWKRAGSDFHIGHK
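Pol iota at 10 nM preincubated 15 min with compounds at room temperature; reaction started with fluorescent substrate, 50 nM final. Fluorescence read kinetically at 0 and 10 min; buffer-only wells as negative control.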
Pol beta inh: qHTS Assay for Inhibitors of DNA Polymerase Beta; P06746; Pol beta primer extension/strand displacement, fluorescence kinetic; Potency, µM (series often up to 114 µM), for inactives: top-dose activity change, negative = inhibition, most hits filed as inhibitors; hit rate 1.3% among 340,000; note: potency is the fitted concentration of half-maximal effect; % is set by controls: 0 for no effect and ±100 for the full control effect
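Values derive from four-parameter Hill fits of normalized kinetic data: reads at 0 and 10 min following addition of 50 nM substrate to 10 nM Pol beta preincubated 15 min with compound.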
Apoferritin bind: qHTS Assay for Identification of Novel General Anesthetics; apoferritin/1-aminoanthracene competitive binding, fluorescence; Ferritin light chain (Equus caballus), P02791; hit rate 0.074% among 350,000; Potency, µM (titrated, usually from 77.5 µM), inactives show at the top dose activity change, negative = displacement, usual class: inhibitors; note: potency is the fitted concentration of half-maximal effect; % is set by controls: 0 for no effect and ±100 for the full control effect; nearly all actives have a fitted effect of over 20% in size
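In PBS, apoferritin at 10 uM is loaded with 1-AMA from a 50% saturated solution. After 10 min of compound exposure at ambient temperature, reduced 535 nm fluorescence indicates probe displacement.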
POLH inh: qHTS for Inhibitors of Polymerase Eta. AID 588591, 2011. Potency, µM (titrated, usually from 114 µM), inactives show at the top dose activity change, negative = inhibition, usual class: inhibitors. hit rate 1.2% among 390,000. recombinant Pol eta, fluorescent DNA replication assay. DNA polymerase eta (Homo sapiens), Q9Y253; note: potency is the fitted concentration of half-maximal effect; % is set by controls: 0 for no effect and ±100 for the full control effect
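Pol eta (10 nM) was preincubated with compounds for 15 min at room temperature, after which fluorescent replication substrate (50 nM final) was added to start the reaction. Fluorescence was read kinetically at 0 and 10 min.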
Pol kappa inh: qHTS for Inhibitors of Polymerase Kappa. purified Pol kappa, fluorescent DNA synthesis assay, 10 min. AID 588579, 2011. hit rate 0.53% among 400,000. Potency, µM (doses to about 107 µM), inactives show top-dose activity, negative = inhibition, hits mostly inhibitors; note: potency is the fitted concentration of half-maximal effect; % is set by controls: 0 for no effect and ±100 for the full control effect
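10 nM Pol kappa preincubated 15 min at room temperature with compounds, then reaction started with substrate at 50 nM final. Fluorescence read kinetically at 0 and 10 min; buffer-only wells served as negative control.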
LDHA inh: qHTS assay for inhibitors of human lactate dehydrogenase; hit rate 0.15% among 480,000; activity change, % (values are at about 110 or 230 µM); L-lactate dehydrogenase A chain (Homo sapiens), P00338; AID 1347041, 2019; purified LDHA, NADH/diaphorase-resazurin fluorescence; active compounds read low; in the data active = activity change below about -30%; inconclusive = mostly about -25% to -30%;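 note: plate controls were DMSO wells for no effect and wells without enzyme for full effect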
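LDH5 2 nM; NADH 0.06 mM, pyruvate 0.2 mM; 200 mM Tris pH 7.4, EDTA, Tween-20; 5 min RT. Detection: diaphorase 0.133 mg/mL + resazurin 37 µM, fluorescence ex540/em590 at 0 and 20 min; normalized to enzyme-free and DMSO wells.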
An asterisk follows results filed as active; ? = inconclusive; · = not tested or not shown; & = joins results of further samples; [ ] = remark or other dose. Unless noted, calls come from the whole dose curve; as a rule, active = well fitted curve in the direction sought with a large enough effect; inconclusive = small, poorly fitted or top-dose-only effect, or another doubt; inactive = no such curve, though single readings can be large; an effect the other way counts as inactive or inconclusive. An excerpt; count on the stated rates, not on these rows.

The line under a structure holds: BLM helicase inh | Glioma ERSR ind | APEX1 inh | Pol iota inh | Pol beta inh | Apoferritin bind | POLH inh | Pol kappa inh | LDHA inh
COc1ccc(-c2c/c(=N\c3nc(-c4ccccc4)c(C)s3)c3ccccc3o2)cc1O
    -13% | -6% | -6% | -3% | 2% | -14% | -16% | -1% | -4
CC[C@]1(C(=O)OC)[C@H]2C(=O)N(C)C(=O)[C@H]2[C@H]2CN=C(SCC3CC3)N21
    · | 5% | -13% | -5% | · | · | -10% | -15% | -3
COC(=O)c1cncc(C)c1
    -1% | -4% | -1% | 21% | 11% | 2% | -3% | 8% | 0
COc1cc(/C=N/Nc2nc(N3CCCC3)nc(N3CCCC3)n2)ccc1OCc1ccccc1F
    -4% | 4% | -4% | 31%[activator] | -5% | -3% | -8% | 1% | -11
Cn1c(=O)[nH]c(=O)c2c1[nH]c(=S)n2Cc1ccccc1
    -1% | 0% | 14% | 5% | 42% | 0% | -6% | -3% | -4
CCc1cnc2c(c1SCc1cc(OC)cc(OC)c1)c(=O)n(C)c(=O)n2C
    2% | -3% | · | 18% | 7% | -3% | -24% | -2%[60.1 µM] | 2
O=C(CSc1nc2ccccc2nc1N1CCCCC1)Nc1ccc(F)cc1
    -6% | -1% | 5% | 4% | 10% | -10% | -12% | -9% | -3&-13
CN(C)CC#CCC(O)(c1ccccc1)c1ccccc1
    -2% | -1% | -4% | 117%[activator] | 22% | -1% | 1% | -13% | -1
COc1ccc(C2=Nn3c(nnc3-c3cccnc3)SC2)cc1OC
    1% | 0% | 1% | 2% | 5% | -8% | -10% | 7% | -3
N#CCCn1cc(C(=O)Nc2ccccc2Br)c(-c2cc3ccccc3o2)n1
    -7% | -3% | 10% | 8% | -27% | -3% | -9% | -11% | -13

Following part:
The line under a structure holds: BLM helicase inh | Glioma ERSR ind | APEX1 inh | Pol iota inh | Pol beta inh | Apoferritin bind | POLH inh | Pol kappa inh | LDHA inh
COc1ccc(NC(=O)C2=NN(C3CCS(=O)(=O)C3)C(=O)CC2)cn1 (configuration not stated)
    -2% | -3% | 0% | 31%[activator] | -32% | -4% | -16% | 4% | 0
O=C1CCCN1CCCNCCCn1cnc2c(OCc3ccccc3)ncnc21
    · | -4% | · | 28% | · | · | -11% | 15% | 2
COc1ccc(OC)c(NC(=O)CSc2nn3c(=O)c(C)nnc3s2)c1
    0% | -1% | 1% | 20% | 55% | -4% | 1% | 12% | -2
CC(C)CNC(=O)C1CCN(c2ccc(S(=O)(=O)N3CCOCC3)cc2Cl)CC1
    0% | 0% | 1% | 7% | 11% | -14% | -8% | 8% | -6
Nc1nc(SCc2nc(-c3ccccc3)no2)[nH]c(=O)c1-c1ccccc1
    -4% | -2% | -4% | ? | 3% | ? | -4% | -19% | -1
COc1ccccc1CN1CCCCC1C(=O)O (configuration not stated)
    -5% | -2% | 2% | 37%[activator] | -9% | -1% | -16% | 5% | 5
CSc1ccccc1C(=O)NCc1ccc(C)cc1
    -1% | 4% | 16% | 126%[activator] | -1% | -14% | 6% | -23% | 2
Cc1ccc2nc(C3CCN(S(=O)(=O)c4ccc5ccccc5c4)CC3)[nH]c2c1
    -8% | -2% | -4% | -15% | 0% | -3% | -4% | -15% | -2
Cc1ccc(NCc2nnc(SCC(=O)Nc3ncc(C)s3)n2Cc2ccco2)c(C)c1
    -6% | 15% | -2% | 11% | 22% | -21% | 6% | -20% | -1
CC(C)c1ccc(S(=O)(=O)c2nnn3c2nc(N2CCN(C)CC2)c2sccc23)cc1
    0% | -4% | · | 20% | 3% | -20% | -23% | -1% | 0

(cont.)
The line under a structure holds: BLM helicase inh | Glioma ERSR ind | APEX1 inh | Pol iota inh | Pol beta inh | Apoferritin bind | POLH inh | Pol kappa inh | LDHA inh
Cc1c([N+](=O)[O-])c(N)nn1C
    0% | -3% | 3% | -14% | -1% | -8% | 1% | -10% | -6
CCOC(=O)N1CCN(C(=O)CSc2ccc(-c3ccncc3)nn2)CC1
    -4% | -5% | 4% | 56%[activator] | 41% | -3% | -1% | -1% | -10
CCOC(=O)c1cnc(-c2ccccc2)nc1Oc1ccc(Cl)cc1
    -1% | -6% | 7% | 15% | ? | -8% | -10% | 2% | -2
O=C(NCc1cccc(Cl)c1)C1CCCN(c2nn3cc(-c4ccc(F)cc4)nc3s2)C1 (configuration not stated)
    -6% | -7% | · | -25% | 0% | -3% | 0% | -19% | -11
Cc1ccc(C)c(S(=O)(=O)n2cnc3ccccc32)c1
    0% | 0% | 18% | -19% | 0% | 7% | -8% | -18% | -3
Nc1nc(N2CCN(C/C=C/c3ccccc3)CC2)nc2ccccc12
    6% | -6% | -3% | -2% | -2% | -3% | -24% | -13% | -9
CC(C)C(=O)NCC(c1ccc2c(c1)OCO2)N1CCOCC1 (configuration not stated)
    -1% | -3% | 47%[activator] | 11% | 9% | 11% | -6% | -5% | -1
CC1(C)CC(=O)C(C=NCCN2CCN(C(=S)NC3CCCCC3)CC2)=C(O)C1
    4% | -2% | 8% | -7% | 4% | -2% | -4% | -6% | -13
Cc1ccc(NC2=NC(C(=O)Nc3ccc(C)c(C)c3)CC(=O)N2)cc1 (configuration not stated)
    1% | -3% | 1% | 5% | ? | -8% | -2% | -16% | -2
O=C(Cn1cnc2cc([N+](=O)[O-])ccc2c1=O)Nc1cccc2ccccc12
    -4% | -3% | -4% | 18% | -7% | -3% | -18% | -3% | -5

The closing 2 entries of the part above come first, to join the parts.
The line under a structure holds: BLM helicase inh | Glioma ERSR ind | APEX1 inh | Pol iota inh | Pol beta inh | Apoferritin bind | POLH inh | Pol kappa inh | LDHA inh
Cc1ccc(NC2=NC(C(=O)Nc3ccc(C)c(C)c3)CC(=O)N2)cc1 (configuration not stated)
    1% | -3% | 1% | 5% | ? | -8% | -2% | -16% | -2
O=C(Cn1cnc2cc([N+](=O)[O-])ccc2c1=O)Nc1cccc2ccccc12
    -4% | -3% | -4% | 18% | -7% | -3% | -18% | -3% | -5
Cc1ccccc1NC(=O)CSc1cn(CC(=O)N2CCCC2)c2ccccc12
    4% | -2% | · | 3% | -3% | 6% | -20% | -15%[60.1 µM] | -6
CC(C)(C)OC(=O)N1CCC(c2cc(=O)n3[nH]cc(C(=O)NC4CCCC4)c3n2)CC1
    -5% | -1% | -5% | -3% | 12% | -13% | -8% | -22% | -1
CCc1ccc(C2CC(c3ccc(F)cc3)Nc3nc(N)nn32)cc1 (configuration not stated)
    -9% | -3% | 0% | 19% | 0% | -9% | -13% | 15% | 5
O=C(NCCF)C1Nc2ccc(OC(F)(F)F)cc2C2C=CCC12 (configuration not stated)
    · | -1% | · | 33% | · | · | -16% | -8% | 8
Cc1cc2c(nc1C)CCCCN2C[C@H](C)O/N=C\[C@@H](C)[C@H](OCc1ccccc1)C(C)C
    -1%[12.4 µM] | -3% | ? | · | · | -5%[15.3 µM] | · | · | ·
COc1cc(OC)cc(-c2nc3ccccc3s2)c1
    -5% | ? | 15% | 33%[activator] | 5% | -15% | -7% | -14% | -3
CSc1nc(N)nc2c1ncn2CC(=O)N1CCN(c2ccccn2)CC1
    · | -3% | -14% | ? | · | · | -6% | -11% | -2
Cn1c(CC(=O)Nc2ccccc2Cl)nnc1SCC(=O)NC1=NCCS1
    0% | -2% | 16% | 48%[activator] | 25% | 5% | -16% | 8% | -3
Cc1ccc(S(=O)(=O)Nc2cc(Br)cc3cccnc23)cc1
    · | 34% | · | ? | · | · | · | -11% | 6
O=C(NCc1ccc(F)cc1)C1CCN(c2cnccn2)CC1
    -2% | 0% | -17% | 53%[activator] | 59% | -5% | 1% | -10% | -2

Later entries
The line under a structure holds: BLM helicase inh | Glioma ERSR ind | APEX1 inh | Pol iota inh | Pol beta inh | Apoferritin bind | POLH inh | Pol kappa inh | LDHA inh
O=C(CCCc1ccccc1)NCc1cn2ccsc2n1
    0% | -3% | 2% | 36%[activator] | -25% | 3% | -11% | 9% | 2
CCOC(=O)C1CCN(S(=O)(=O)c2cc(Br)cc3c2N(C(=O)C2CC2)CC3)CC1
    -16% | -2% | -3% | 4% | 1% | 4% | 2% | -7% | -5
Cc1ccc(N2C(=O)CSC23C(=O)N(CC(=O)NCCc2ccccc2)c2ccccc23)cc1 (configuration not stated)
    -6% | -2% | · | 22% | 29% | -12% | -9% | 0% | -7
O=C1CCCC2=C1C(c1cccs1)Nc1ccc3ncccc3c12 (configuration not stated)
    -8% | -4% | -7% | 39%[activator] | ? | -15% | -9% | -4% | 0
CCn1c(SC(C)C(=O)N2CCOCC2)nc2sc(C)c(C)c2c1=O (configuration not stated)
    · | -2% | -6% | -2% | · | · | -9% | -9% | -10
Cc1cccc(-n2nc3c(c2NC(=O)c2ccc4c(c2)OCO4)CS(=O)(=O)C3)c1C
    -2% | -2% | 2% | 17% | 51% | -1% | -10% | -8% | -4
COc1ccc2c(c1)c1c(c(=O)n(-c3cccc(C)c3)c(=O)n1Cc1cccc(Cl)c1)n2C
    -4% | -3% | · | 10% | 21% | 90%[activator] | 9% | -5% | -14
CC(=O)Nc1cccc(NC(=O)Nc2ccc(C)c(Cl)c2)c1
    -5% | -1% | 0% | 126%[activator] | 2% | -4% | -15% | -10% | -2
CCC1CCc2nc3sc(C(=O)Nc4ccc(F)c(F)c4)c(N)c3cc2C1 (configuration not stated)
    -7% | -1% | · | 4% | 0% | 4% | 0% | 13% | 0
Cc1ccc2[nH]c3c(=O)n(CC(=O)N4CCCC(C)C4)ncc3c2c1 (configuration not stated)
    1% | -4% | · | 17% | 1% | -6% | -20% | -6% | 2
CCn1cnc2cc(NCc3ccccc3Cl)ccc21
    2% | 2% | 16% | 127%[activator] | 12% | -16% | -1% | 1% | 7
